# Lipid storage S3 – qHTS Assay for Lipid Storage Modulators in Drosophila S3 Cells. AID 2685, 2010. Drosophila S3 cells, BODIPY lipid droplet fluorescence, 18-24 h; cells fed with added oleic acid. Potency in µM for hits, for the others lipid storage change, negative = inhibition, % at the top dose, mostly 46.1 µM. actives 0.64% (n = 320,000); active = well fitted inhibition curve with a large enough effect in the signal ratio, with a control signal flat, not every such curve was filed as active; inconclusive = small, poorly fitted or top-dose-only effect, or effect the other way, or a change in a side signal; the % refers to the signal ratio
#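 Drosophila S3 cells loaded with oleic acid (400 uM, as added) and compounds at several concentrations; lipid droplets imaged by 488-nm laser-scanning cytometry, 500–530 nm intensity and object ratio to cell channel. Percent activity normalized to 20 uM Triacsin C.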
# Lipid storage S3 cell count max – further read-out of Lipid storage S3, marked with its call; cell number change, %; measured here: cell count max response;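 cells counted by Cell Tracker Red CMTPX staining in the red channel; peak over a dose series mostly up to 46.1 µM; percent activity relative to internal control wells on each plate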
# * marks the source's active call; other numbers are inactive results; i = inactive; ? = inconclusive; · = not tested or not shown; [ ] = remark or other dose. % is scaled to controls: 0 for no effect and ±100 for the full control effect; potency is read from the fitted curve at half-maximal effect. A portion of the library; the hit share may differ from the screen's.
SMILES,Lipid storage S3,Lipid storage S3 cell count max
CCOCCCNS(=O)(=O)c1ccc2c(c1)OCCO2,-6%,-18
CCN1C(=O)/C(=C\c2ccncc2)SC1=S,0%,19
CC(C)(C)C(=O)Nc1c2c(nc3c1CCC3)CCCC2,20%,3
O=C(CC1(O)C(=O)N(Cc2ccc3c(c2)OCO3)c2ccccc21)c1ccccc1 (stereo not drawn),15%,-8
Cc1cccc(-c2n[nH]c(=S)n2/N=C/C=C/c2ccco2)c1,12%,-16
CCn1c2ccccc2c2cc([N+](=O)[O-])ccc21,?,·
CCOc1ccc(-c2nonc2NC(=O)c2ccco2)cc1,?,·
CCC(=O)c1cn(CC(=O)O)c2ccccc12,-9%,9
CCOC(=O)c1c(-c2cccs2)csc1NC(=O)CC(C)C,i,-13
Cc1cc(NC(=O)CSC2=NS(=O)(=O)c3cc(Cl)ccc3N2)no1,-21%[0.0737 µM],-18
Cc1cccn2cc(CCNC(=O)c3cccs3)nc12,?,·
COc1ccccc1Cc1noc(-c2cc(Cl)ccc2OC)n1,?,·
CC1(c2ccc(OC(F)F)cc2)NC(=O)N(CC(=O)Nc2ccc3c(c2)OCO3)C1=O (stereo not drawn),?,·
O=C(NCC1(N2CCCCC2)CCCCC1)C1CC(=O)N(c2ccc3c(c2)OCCO3)C1 (stereo not drawn),?,·
Cc1cc(OCC(=O)NC(C)C)cc(C)c1Br,?,·
CCCCCc1nc2sc3c(c2c(=O)n1N)CCC3,9%,8
OCCCc1nc2ccccc2n1Cc1ccccc1,-20%,12
CC1CCN(C(=O)CSc2nnc(-c3cccnc3)o2)CC1,?,·
CC(C)NC(=O)c1cc(-c2cccs2)nc2ccccc12,?,·
Cn1nnnc1SCC(=O)NNC(=O)c1ccc(F)cc1,?,·
Cc1ccc(Cl)cc1NC(=O)COC(=O)C12CC3CC(CC(C3)C1)C2,?,-9
CN(Cc1ccccc1)C(=O)c1[nH]cnc1C(=O)Nc1nccs1,?,·
COc1ccccc1-n1ccnc(SCC(=O)NCCc2ccccc2)c1=O,?,·
CC(=O)c1cccc(OCc2cc(C(=O)NCc3nc(C)c(C)s3)no2)c1,?,·
CC(C)OC(=O)Cn1nnc2c(cnn2-c2ccccc2)c1=O,0%,-3

# (next part)
SMILES,Lipid storage S3,Lipid storage S3 cell count max
Cc1nnc(SCC(=O)Nc2sccc2C(N)=O)s1,?,·
O=C(C1=C[C@@H](c2ccc(Br)cc2)C[C@@H](OCc2ccc(CO)cc2)O1)N1CCOCC1,12%,1
Cc1cc(C)cc(Oc2ccccc2CO)c1,?,·
CCN(CC)c1ccc(C=Nc2cc(C)ccc2C)c(O)c1,-1%,1
CCOC(=O)c1c(N2CCCCC2)c2ccccc2[nH]c1=O,i,20
CCC(SC1=NCCS1)C(=O)Nc1nnc(-c2ccccc2OC)s1 (stereo not drawn),i,·
CCOc1cccc(=O)c2c(C)n(Cc3ccco3)c(C)c12,?,·
COc1ccc(/C=N/NC(=O)CC#N)cc1Oc1nc(Cl)ncc1F,-26%,-4
COc1ccc(-c2nnc(NC(=O)c3ccc(S(=O)(=O)N(C)CC4CCCO4)cc3)o2)c(OC)c1 (stereo not drawn),?,·
CSC1=NCCN1C(=O)c1ccc2c(c1)OCO2,29%,·
CCn1c(O)c(C=C2N=c3ccccc3=N2)sc1=S,-4%,1
O=C(c1cc(C2CC2)nn1-c1ccccc1)N1CCN(Cc2ccccc2F)CC1,?,·
COc1cc(/C(C)=N/NC(=O)c2cccc(S(=O)(=O)N3CCCC3)c2)cc(OC)c1OC,i[0.369 µM],-1
Cc1onc(-c2ccccc2Cl)c1C(=O)Nc1nc2ccc(S(C)(=O)=O)cc2s1,?,·
Cc1cc(C)cc(NC(=O)CN2C(=O)c3ccccc3C2=O)c1,-13%,-1
CC(=O)Nc1ccc(S(=O)(=O)NCCc2ccccn2)cc1,?,·
Cc1ccc2nc3ccc(N4CCN(C)CC4)nn3c(=O)c2c1,?,·
S=c1nc2ccccc2c2nc(-c3ccccc3)[nH]n12,?,·
C=C(C)C1CC=C(C)/C(=N/NC(=S)Nc2ccccc2)C1 (stereo not drawn),?,·
CCOc1ccccc1CNC(c1ccccc1)c1ccccc1,?,·
CCC(C)(C)C1CCc2[nH]nc(C(=O)NCCN3CCOCC3)c2C1 (stereo not drawn),?,·
COc1ccc(NC(=O)NNC(=O)c2ccc(-c3ccccc3)cc2)c(OC)c1,5%,28
CC(=O)N(Cc1ccccc1)c1ccccc1C(=O)O,?,·
CCCCc1n[nH]c2c1C(=O)CC(C)(C)C2,7%,8
CCc1n(CC(O)COC2CCCCC2)c2ccccc2[n+]1C (stereo not drawn),13%,3

# Carrying on.
SMILES,Lipid storage S3,Lipid storage S3 cell count max
COc1c(C)cccc1C(=O)NC(=S)Nc1cccc2nsnc12,-9%,11
O=C1OC(N2CCN(C(=O)C3CCCO3)CC2)c2ccccc21 (stereo not drawn),?,·
O=C(CSc1nnc(SCc2ccc(Cl)cc2)s1)N/N=C/c1ccccc1C(=O)O,?,·
COc1ccnc(Oc2ccc(F)cc2)c1C(=O)N/C=N/OCc1ccc(F)cc1Cl,?,·
Clc1ccc2nc(-c3ccc4c(c3)OCO4)cn2c1,15%,2
COc1ccc(/C=C/C(=O)c2sc(-c3ccc(Cl)cc3)nc2C)cc1,19%,17
CCN(CC)S(=O)(=O)c1ccc(=O)n(CC(=O)N2CCCc3cc(C)ccc32)c1,?,·
Cc1nc(N2CCN(c3ccccc3)CC2)[nH]c(=O)c1C,-24%,-16
C/C(=N\Nc1nc2c(s1)CCCC2)c1ccccc1,i,-7
COc1ccc(C(=O)Nc2ccc(F)cc2F)cc1OC,0%,-13
Cc1cccc(NC(=O)c2cccc(S(=O)(=O)N3CCCC3)c2)n1,i,·
COc1ccc(-n2ccnc(SCC(=O)NC3CCCC3)c2=O)cc1,?,·
O=C(Nc1ccccc1Cl)c1cc(S(=O)(=O)N2CCCC(C(=O)O)C2)ccc1F (stereo not drawn),?,·
COc1ccc(NC(=S)N2CCC(C(=O)c3ccc(C)cc3)CC2)cc1,19%,-2
O=[N+]([O-])c1cccc(/C=C2\CCC(/C=N/Nc3ccc4ccccc4n3)=C2N2CCOCC2)c1,?,·
CCCc1nc(Cl)c(C#N)c2c1CCCC2,-2%,-4
Cc1ccc(-c2cc(C(F)(F)F)n3ncc(C(=O)N4CCCc5ccccc54)c3n2)cc1,i,·
CC(C)N(CCO)C(=O)CCc1nnc(Cc2cccc(C(F)(F)F)c2)o1,i,11
CCOc1ccc(S(=O)(=O)N2CCN(C(=O)c3cccn3C)CC2)cc1,i,·
COc1ccc(OC)c(-n2nnnc2SCC(=O)NCCc2ccccc2)c1,?,·
Cc1nc(-c2coc3c(CN(C)C)c(O)ccc3c2=O)cs1,5%,-4
Cc1cc(C)n(CC(=O)N2c3ccccc3Sc3ccccc32)n1,?,·
COc1ccc(NC(=O)COC(=O)Cc2c[nH]c3ccccc23)cc1OC,?,·
Cc1cc(C)n(-c2ccc(C(=O)Nc3cccc(S(=O)(=O)N4CCCC4)c3)cc2)n1,?,·
COc1ccc(OC)c(S(=O)(=O)N2CCCC2C(=O)N2CCc3ccccc3C2)c1 (stereo not drawn),?,·

# Exported tab-delimited: six of the compounds above.
SMILES	Lipid storage S3	Lipid storage S3 cell count max
COc1ccc(C(=O)Nc2ccc(F)cc2F)cc1OC	0%	-13
Cc1cccc(NC(=O)c2cccc(S(=O)(=O)N3CCCC3)c2)n1	i	·
COc1ccc(-n2ccnc(SCC(=O)NC3CCCC3)c2=O)cc1	?	·
O=C(Nc1ccccc1Cl)c1cc(S(=O)(=O)N2CCCC(C(=O)O)C2)ccc1F (stereo not drawn)	?	·
COc1ccc(NC(=S)N2CCC(C(=O)c3ccc(C)cc3)CC2)cc1	19%	-2
O=[N+]([O-])c1cccc(/C=C2\CCC(/C=N/Nc3ccc4ccccc4n3)=C2N2CCOCC2)c1	?	·

# Back to the main list, starting 2 compounds before the break.
SMILES,Lipid storage S3,Lipid storage S3 cell count max
Cc1cc(C)n(-c2ccc(C(=O)Nc3cccc(S(=O)(=O)N4CCCC4)c3)cc2)n1,?,·
COc1ccc(OC)c(S(=O)(=O)N2CCCC2C(=O)N2CCc3ccccc3C2)c1 (stereo not drawn),?,·
Cc1cc(C(=O)Nc2cc(Br)ccc2O)on1,?,·
N#Cc1c(NC(=O)CSc2n[nH]c(Cc3ccccc3)n2)oc(-c2ccccc2)c1-c1ccccc1,-9%,-19
Cc1cc(C(=O)N2CCN(c3ccccc3O)CC2)c(C)o1,?,·
Cc1cccc(-c2nnc(SCc3nc4ccccc4[nH]3)n2Cc2ccco2)c1,7%,-33
C/C(=N\O)c1ccccc1C(=O)O,?,·
COc1cccc(C(=O)NC(=S)Nc2ccc3oc(=O)ccc3c2)c1,6%,14
Cc1ccc(NC(=S)NNc2ncc(C(F)(F)F)cc2Cl)cc1,-4%,-19
Cc1ccc(CSCCNS(C)(=O)=O)cc1,?,·
O=C(Nc1nc(C2C3CC4CC(C3)CC2C4)cs1)c1cc2cc([N+](=O)[O-])ccc2oc1=O (stereo not drawn),4%,·
O=C(CCc1nc2ccccc2c(=O)[nH]1)Nc1cccc(S(=O)(=O)N2CCCCC2)c1,?,·
Cc1ccc(NC(=O)CCC(=O)c2ccc(F)cc2)cc1Cl,-4%,1
O=S(=O)(Nc1cccc(-c2nc3cccnc3s2)c1)c1cccs1,?,·
Cc1ccc(C2=NN(C(=O)CCC(=O)O)C(c3ccc4c(c3)OCO4)C2)cc1 (stereo not drawn),?,·
CC(c1ccco1)N(C(=O)c1cccs1)c1ccccn1 (stereo not drawn),0%,10
CCS(=O)(=O)c1nc(S(=O)(=O)c2ccc(Cl)cc2)c(NCCN2CCOCC2)s1,i,·
O=C(Cn1cc2c(n1)CCCCC2)Nc1ccccc1Br,17%,18
COC(=O)c1cnn2c(C)c(Cc3cccc(F)c3)c(C)nc12,0%,-9
Cc1cc(OC(C)C(=O)NC2CC(C)(C)NC(C)(C)C2)c2c(C)cc(=O)oc2c1 (stereo not drawn),?,·
CC(CNC(=O)c1ccccc1Cl)c1ccccc1 (stereo not drawn),?,·
CCN(C(=O)COC(=O)CNC(=O)c1ccc(C)c(C)c1)C1CCS(=O)(=O)C1 (stereo not drawn),-1%,·
Cc1ccc(NC(=O)N2CCCC2C(=O)NCCc2ccccc2)cc1 (stereo not drawn),?,·
COCCCNC(=S)Nc1ccc(S(=O)(=O)Nc2cc(OC)nc(OC)n2)cc1,-5%,-25
Cc1ccc(C(=O)OC2CCN(c3ccc([N+](=O)[O-])cc3)CC2)cc1,-4%,1
CC(=O)Nc1ccc(S(=O)(=O)Nc2cc3c(cc2C(C)=O)OCO3)cc1,?,·
COc1ccc(Cl)cc1C(=O)Nc1ccccc1N1CCCCC1,24%,5

# Compounds listed so far containing a thiophene ring, fused or not (7):
SMILES,Lipid storage S3,Lipid storage S3 cell count max
CCOC(=O)c1c(-c2cccs2)csc1NC(=O)CC(C)C,i,-13
Cc1cccn2cc(CCNC(=O)c3cccs3)nc12,?,·
CCCCCc1nc2sc3c(c2c(=O)n1N)CCC3,9%,8
CC(C)NC(=O)c1cc(-c2cccs2)nc2ccccc12,?,·
Cc1nnc(SCC(=O)Nc2sccc2C(N)=O)s1,?,·
O=S(=O)(Nc1cccc(-c2nc3cccnc3s2)c1)c1cccs1,?,·
CC(c1ccco1)N(C(=O)c1cccs1)c1ccccn1 (stereo not drawn),0%,10

# One compound at a time (already shown).
# Cc1ccc(NC(=O)N2CCCC2C(=O)NCCc2ccccc2)cc1 (stereo not drawn) as listed: Lipid storage S3 = ?; Lipid storage S3 cell count max = ·
# N#Cc1c(NC(=O)CSc2n[nH]c(Cc3ccccc3)n2)oc(-c2ccccc2)c1-c1ccccc1 as listed: Lipid storage S3 = -9%; Lipid storage S3 cell count max = -19

# Screening data deposited in PubChem by National Center for Advancing Translational Sciences (NCATS).
